Assay outcomes as filed in PubChem BioAssay.
ARFGAP1 inh: inhibitors of rat ARFGAP1. Q62848. Arfgap1-stimulated ARF1 GTP hydrolysis, GDP FP detection. inhibition, % at 16.5 µM. actives 0.26% (n = 360,000);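 active = inhibition above a per-plate limit, mean inhibition of low control wells plus 3 SD, cut at about 25% in these data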;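 note: 0% = DMSO wells with enzyme and 100% = wells lacking Arfgap1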
Target sequence (Q62848 1-136 limits assumed): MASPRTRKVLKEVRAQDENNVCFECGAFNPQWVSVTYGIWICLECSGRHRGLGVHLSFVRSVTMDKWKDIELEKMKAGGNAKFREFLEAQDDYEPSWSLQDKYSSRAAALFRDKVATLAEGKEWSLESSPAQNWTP
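Assay system: purified rat His6-Arfgap1 residues 1-136 (GAP domain); Reagent: human Δ17 ARF1 bound to GTP; Dosing: 16.5 µM single point, 1.26% DMSO; Times: GTP hydrolysis reaction 2 h at 25 °C; Signal: FP, GDP Alexa 633 tracer displaced from anti-GDP antibody, 620/688 nm; Measure: % inhibition from polarization.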
GAA850 FXN act: increases GAA850 frataxin promoter reporter activity. HEK293 lucGAA850 FXN promoter luciferase reporter, 24 h; percent of 10 µM SAHA response. activation, % at 6 µM. actives 0.56% (n = 360,000). AID 540364;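 active = activation above the average of all compounds screened plus 3 SD, cutoff fixed separately per campaign, cut at about 7.5% in these data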;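 note: 0% = DMSO wells and 100% = 10 µM SAHA wells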
NPR1 activator: GC-A (human) enzyme activation. activation, % at 10 µM. actives 0.14% (n = 370,000). HEK293 GC-A cells, cGMP TR-FRET, EC30 ANP; 0% at EC30 ANP, 100% saturating ANP. P16066; in the data active = activation above about 40%
DDE Tn6 FP inh: DD(E)-Tn6 binding inhibition, primary FP screen. actives 0.21% (n = 370,000). inhibition, % at 8.3 µM. Fibrin DD(E) TRITC-Tn6 fluorescence polarization displacement. P02675. AID 720509;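 active = inhibition above a per-campaign cutoff: mean of compounds within control limits plus 3 SD, cut at about 15% in these data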;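 note: 0% = median of all compound wells on the plate and 100% = blocking peptide control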
Target sequence (P02675 whole entry, looked up): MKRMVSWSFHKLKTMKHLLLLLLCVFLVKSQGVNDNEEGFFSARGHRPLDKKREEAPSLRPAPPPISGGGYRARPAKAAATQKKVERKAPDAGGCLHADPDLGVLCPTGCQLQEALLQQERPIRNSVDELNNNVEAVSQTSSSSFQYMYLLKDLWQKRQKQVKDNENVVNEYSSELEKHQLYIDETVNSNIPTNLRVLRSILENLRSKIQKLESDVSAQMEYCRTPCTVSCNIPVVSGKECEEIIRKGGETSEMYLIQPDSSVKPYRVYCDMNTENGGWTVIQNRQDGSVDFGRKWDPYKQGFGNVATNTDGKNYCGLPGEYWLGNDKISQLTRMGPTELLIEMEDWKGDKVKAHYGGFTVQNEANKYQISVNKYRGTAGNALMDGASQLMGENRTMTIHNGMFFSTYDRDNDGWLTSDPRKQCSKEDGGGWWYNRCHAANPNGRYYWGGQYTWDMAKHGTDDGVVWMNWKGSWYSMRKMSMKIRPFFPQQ
rCAG RNA binder: r(CAG) repeat RNA binding; TO-PRO-1 dye displacement fluorescence; inhibition, % at 3 µM; actives 1.3% (n = 370,000); AID 651821;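 active = inhibition above the plate cutoff, the mean of all test compounds on that plate plus 3 SD, cut at about 35% in these data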;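 note: 0% = DMSO alone and 100% = 100 µM mitoxantrone as full dye displacement; higher means more dye released from RNA so lower well fluorescence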
ASAP1 inh: inhibitors of human ASAP1 ArfGAP activity | Q9ULH1 | ASAP1-stimulated ARF1 GTP hydrolysis, GDP FP detection | inhibition, % at 16.5 µM | actives 0.19% (n = 360,000) | AID 624377; in the data active = inhibition above about 25%;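 note: 0% = vehicle with enzyme and substrate and 100% = no enzyme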
Target sequence (Q9ULH1 325-724 limits assumed): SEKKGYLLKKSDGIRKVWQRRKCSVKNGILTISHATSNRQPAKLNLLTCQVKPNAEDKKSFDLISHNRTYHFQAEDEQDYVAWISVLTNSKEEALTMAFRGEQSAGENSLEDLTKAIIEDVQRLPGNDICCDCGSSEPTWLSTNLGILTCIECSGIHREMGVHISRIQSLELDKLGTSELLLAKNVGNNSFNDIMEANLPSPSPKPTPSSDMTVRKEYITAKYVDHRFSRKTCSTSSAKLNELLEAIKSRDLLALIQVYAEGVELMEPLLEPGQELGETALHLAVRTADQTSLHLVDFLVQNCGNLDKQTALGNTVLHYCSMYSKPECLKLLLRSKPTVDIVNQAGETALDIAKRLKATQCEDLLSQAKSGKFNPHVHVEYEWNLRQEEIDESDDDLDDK
HGIII-sPLA2 inh: Blocks human group III sPLA2 activity; Q9NZ20; QFRET BODIPY PC-A2 liposome hydrolysis, fluorescence; actives 0.56% (n = 370,000); inhibition, % at 12.2 µM;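 active = inhibition above mean plus 3 SD of compounds lying within the high and low control bounds, cut at about 19% in these data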;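 note: 0% = median of test compound wells and 100% = no enzyme DMSO wells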
NPR2 activator: GC-B (human) receptor activation. P20594. HEK293-GC-B cells, CNP EC30, cGMP TR-FRET; 0% at EC30 CNP, 100% saturating CNP. activation, % at 10 µM. actives 0.11% (n = 370,000). AID 1920062;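 active = activation at 10 µM reaching about 35% in either raw or pattern-adjusted values, limit read from the data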
ADAM10 inh: ADAM10 inhibition, QFRET primary screen. AID 720582. inhibition, % at 7 µM. recombinant ADAM10, EDANS/DABCYL FRET peptide cleavage, 3 h. actives 0.62% (n = 370,000);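 active = inhibition above a per-campaign cutoff equal to the mean of compounds falling between control-based bounds plus 3 SD, cut at about 20% in these data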;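 note: 0% = DMSO wells while the 100% control is not disclosed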
proKLK7 act: activators of human kallikrein-7 zymogen. purified proKLK7, EDANS-DABCYL substrate fluorescence; 100% is mature enzyme control, 0% vehicle. activation, % at 7 µM. actives 0.9% (n = 370,000);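 active = activation above the mean of all tested compounds plus 3 SD, computed per campaign excluding outliers beyond control limits, cut at about 13% in these data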
Numbers without * were called inactive; i = inactive; . = no result given.

Compound,ARFGAP1 inh,GAA850 FXN act,NPR1 activator,DDE Tn6 FP inh,rCAG RNA binder,ASAP1 inh,HGIII-sPLA2 inh,NPR2 activator,ADAM10 inh,proKLK7 act
Cc1nn(Cc2ccccc2)c(C)c1C(=O)N1CCN(CC(=O)Nc2ccc(F)cc2)CC1,2,0.2,0,5,-3,-5,1,4,-4,-0.2
O=C(CCc1nc(-c2ccccc2F)no1)NCCN1CCN(Cc2ccccc2)CC1,8,-2.0,2,8,-6,15,6,-5,2,-0.1
Cc1ccccc1C(=O)NCCCn1ccnc1,1,0.6,1,2,0,-12,2,0,11,0.6
CCc1cc2c(N[C@@H](Cc3c[nH]c4ccccc34)C(=O)O)ncnc2s1,-7,3.0,-1,6,5,-5,-40,-2,-8,-0.1
O=C(NCCCCCCNC(=O)c1ccccc1O)c1ccccc1O,10,0.4,-4,3,1,-2,-8,0,-28,-12
COc1cc(C(=O)OCC(=O)N2CCCC2=O)cc(OC)c1C,-8,0.4,3,-7,0,2,3,1,-21,-0.5
CCN(C[C@H]1N[C@@](Cc2ccccc2)(C(=O)OC)[C@H]2C(=O)N(Cc3ccccc3)C(=O)[C@@H]12)S(=O)(=O)c1ccc(-c2ccccc2)cc1,6,-1.8,4,-5,10,15,-7,4,-14,-0.3
COc1ccccc1NC(=O)OC1CC2CC1[C@H]1CCCCN1[C@H]2C (stereo partly drawn),.,.,0,-5,9,.,6,3,-88,0.5
COc1cccc(CNC(=O)Cn2ncc3c(=O)oc4ccccc4c32)c1,9,-0.7,0,1,0,-1,-4,-3,2,-0.3
CCN1CCCC1CN(Cc1cc2ccc(C)cc2[nH]c1=O)C(=S)Nc1ccc(OC)cc1 (stereo not drawn),6,-1.0,-8,0,7,13,-3,-3,-5,0.2
COc1ccc(C2=CC(=O)C[C@H](CN3C(=O)c4ccccc4C3=O)N(C(=O)OC(C)(C)C)O2)cc1,16,1.5,1,0,8,15,-2,4,-6,0.4
Cc1cc(C)c(NC(=O)c2cc(S(=O)(=O)N3CCOCC3)ccc2F)c(C)c1,8,1.2,-2,-2,1,8,15,5,6,-0.7
CCCN1CCC(=O)N(CCN=[N+]=[N-])CC1,-9,1.7,1,3,0,-15,1,7,-5,0.2
Cc1ccc2cc(NC(=O)c3ccc(C(C)(C)C)cc3)ccc2n1,5,2.9,-6,-3,13,-7,2,15,6,-0.9
O=C1Nc2c(c(=O)[nH]c(=O)n2-c2ccccc2)C1(Nc1ncccn1)C(F)(F)F (stereo not drawn),8,-0.5,-2,7,3,0,8,0,3,-0.3
O=C(O)CSc1nnc(-c2ccc3c(c2)OCO3)o1,10,-1.1,0,-3,-1,-5,11,3,4,-0.8
CCCN=C1NC(=O)C(CC(=O)NCCc2ccccc2)S1 (stereo not drawn),0,-0.7,0,-1,-1,14,-2,5,-1,-0.1
O=C(Cc1cccs1)N/N=C/C=C/c1ccco1,2,4.2,2,-6,19,1,-8,4,-1,0.0
Cc1ccc(F)cc1NC(=O)N1CCCN(c2ccc(C(F)(F)F)cn2)CC1,-7,-2.0,2,0,-1,1,-5,0,-14,-0.2
Cc1ccc2c(Cl)c(C)c(N3CCCC3)nc2n1,5,0.8,0,2,-6,8,1,-8,-1,0.7
COc1ccc2c(c1)-c1c(sn(-c3ccccc3)c1=S)C(C)(C)N2,11,4.4,0,-2,5,3,18,-1,8,-0.1
CSc1ccc(S(=O)(=O)NCc2ccc(Cl)cc2)cc1,3,-0.3,3,8,3,8,-7,5,5,0.5
CC(Sc1n[nH]c(=O)n1Cc1ccccc1)C(=O)NCC1CCCO1 (stereo not drawn),10,-0.9,1,4,3,-6,1,3,-3,0.1
COc1cccc(C2CC(c3ccccc3)=NN2S(=O)(=O)c2ccc(C)cc2)c1OC (stereo not drawn),11,2.9,3,-5,-1,13,-3,-1,14,0.2
CC(N)c1csc(Nc2nccc(C(F)(F)F)n2)n1 (stereo not drawn),-1,0.0,1,4,13,-8,14,0,-2,-0.4
O=C(Nc1ccccc1Cl)c1cc(S(=O)(=O)N2CCC3(CC2)OCCO3)ccc1F,0,0.1,-1,-1,5,1,-2,-1,7,0.7
Cc1cc(=O)[nH]c(NN=C(CC(C)C)CC(C)C)n1,9,2.0,-5,-3,-1,11,12,2,-4,-0.1
Cc1cc(C)cc(OCC(=O)OCCN2C(=O)c3ccccc3C2=O)c1,0,1.9,-2,-2,-2,-11,1,-3,4,0.1
Cn1c(N)c(C(=O)COC(=O)CCc2c[nH]c3ccccc23)c(=O)n(C)c1=O,2,0.1,2,-3,2,4,-54,-2,1,0.1
CN(Cc1ccccc1)C(=O)OCc1cn(Cc2ccc(F)c(F)c2)nn1,.,.,0,2,-2,.,-2,7,3,-0.1
O=C1c2ccccc2NC(c2cccc(Cl)c2)N1N=C1CCCCCC1 (stereo not drawn),-7,-2.1,-12,3,0,-13,-3,-11,-204,1.4
CCOC(=O)c1[nH]c2ccc(OC)cc2c1NC(=O)CCN1CCSCC1,1,-0.6,-6,4,-6,-5,17,-4,i,17*
CCN(CC)CCN(C)c1ccc(N2C(=O)C3CC=CCC3C2=O)cc1[N+](=O)[O-] (stereo not drawn),1,1.4,-4,8,-8,-3,0,3,-3,-0.2
COc1cc(-c2ccc(N3C(c4ccsc4)=Cc4ccccc4C3CC(C)=O)cc2)cc(OC)c1OC (stereo not drawn),3,.,4,0,7,-5,-4,5,-83,5.7
CN(CC(=O)NCc1ccco1)C(=O)C1CC(=O)N(c2ccc3c(c2)OCCO3)C1 (stereo not drawn),-2,0.1,4,7,7,10,2,3,8,0.0
Fc1ccc(-c2nc3c(Cl)cc(C(F)(F)F)cn3c2Cc2ccccc2)cc1,-3,.,6,-2,16,-4,-6,10,-1,0.1
Cc1ccc(/C=N/NC(=O)Cc2ccc(O)cc2)s1,4,3.1,3,2,1,-5,-13,8,2,-0.7
Cc1cc(NC(=O)c2ccco2)ccc1NC(=O)Cc1cccs1,-4,4.3,-5,2,4,-12,-3,3,7,-0.1
Cc1nnc(SCc2ccccc2)nc1/C=C/NOCc1ccc(Cl)cc1Cl,15,1.8,-2,-8,4,-9,3,-4,1,0.4
O=C(NCc1ccccn1)C(=O)Nc1cc2c3c(c1)CC(=O)N3CCC2,0,-0.5,-5,3,6,-3,1,4,-11,-0.1
COc1ccc(NCc2nn(CC(=O)c3ccc(Br)cc3)c3[n+]2CCCCC3)cc1,-15,0.0,0,-1,4,6,-10,-1,-2,-0.3
Fc1ccc(Nc2c(-c3ccco3)nc3ccccn23)cc1,23,7.2,8,-6,4,-4,2,-2,i,7.3
Cc1cc(-c2ccccc2)nc(Nc2nc3c(C)cccc3c(=O)[nH]2)n1,3,0.9,3,7,7,-6,12,-1,-7,0.0
Cc1ccc(OCc2cc(C(=O)N3CCCCCCC3)no2)cc1C,13,3.4,2,4,-7,2,-4,4,5,0.1
COc1ccc(-c2cc(=O)c3cc(OC)c(OC)cc3[nH]2)cc1,-2,2.1,-4,-3,5,13,12,-5,i,3.3
CCc1nnc(NC(=O)CSc2ccc(Cl)cc2)s1,15,1.0,3,3,0,-7,-2,0,-5,0.3
CCc1ccc(NC(=O)C2CCN(S(=O)(=O)c3cccs3)CC2)cc1,3,-0.3,2,-1,1,-6,-14,6,5,0.4
CCOC(=O)C1(C)NC(c2ccco2)C2C(=O)N(C)C(=O)C21 (stereo not drawn),1,3.9,0,0,-2,-2,7,-3,3,-0.4
Cc1cc2occ(CC(=O)N(C)CC(=O)Nc3c(C)cccc3C)c2cc1C,0,2.3,1,-3,3,2,-11,2,-1,0.2
CS(=O)(=O)Nc1ccc(C(=O)N2CCCC2)cc1,9,1.0,4,1,3,-3,5,1,3,0.4

Exported with each value named: two of the compounds above
> Fc1ccc(Nc2c(-c3ccco3)nc3ccccn23)cc1
  ARFGAP1 inh: 23
  GAA850 FXN act: 7.2
  NPR1 activator: 8
  DDE Tn6 FP inh: -6
  rCAG RNA binder: 4
  ASAP1 inh: -4
  HGIII-sPLA2 inh: 2
  NPR2 activator: -2
  ADAM10 inh: i
  proKLK7 act: 7.3
> CCc1nnc(NC(=O)CSc2ccc(Cl)cc2)s1
  ARFGAP1 inh: 15
  GAA850 FXN act: 1.0
  NPR1 activator: 3
  DDE Tn6 FP inh: 3
  rCAG RNA binder: 0
  ASAP1 inh: -7
  HGIII-sPLA2 inh: -2
  NPR2 activator: 0
  ADAM10 inh: -5
  proKLK7 act: 0.3

More entries
Compound,ARFGAP1 inh,GAA850 FXN act,NPR1 activator,DDE Tn6 FP inh,rCAG RNA binder,ASAP1 inh,HGIII-sPLA2 inh,NPR2 activator,ADAM10 inh,proKLK7 act
COc1cc(O)c(C(CC(=O)N2CCCC(C)C2)c2ccc3c(c2)OCO3)c(OC)c1 (stereo not drawn),0,-1.0,-3,-5,2,1,0,-6,-31,-0.8
Cn1cc(S(=O)(=O)NC[C@H]2O[C@@H](n3ccc(=O)[nH]c3=O)[C@H](O)[C@@H]2O)cn1,18,-0.9,3,3,2,2,4,3,0,-0.1
Cc1ccc(N(Cc2ccc([N+](=O)[O-])cc2)C(=O)c2ccco2)cc1,18,1.3,.,7,-5,-4,-6,.,5,-0.6
C=CCOc1cccc(/C=N/NC(=O)CN2CCCCC2)c1,13,0.4,0,4,-5,7,11,2,-7,0.5
O=C(Nc1ccc(Cl)cc1Cl)c1ccc2c(=O)n3c(nc2c1)CCC3,2,5.3,-1,-7,11,-4,-9,-6,6,0.6
O=C(NNC(=O)C1CCN(Cc2cccc(F)c2)CC1)c1cccs1,9,0.4,1,-1,-1,3,3,-2,2,-0.2
Cn1c(=O)c2c(nc(Oc3ccccc3N)n2C)n(C)c1=O,10,2.1,0,6,1,-6,-2,3,0,0.0
O=C1NC(c2ccccc2)=NC1(Nc1ccccn1)C(F)(F)F (stereo not drawn),2,2.1,0,-6,-3,0,4,-2,0,-0.1
CC(=O)c1cccc(NC(=O)CSc2ccc(-c3sc(C)nc3C)nn2)c1,-1,0.2,1,2,1,-16,1,5,3,0.5
Cc1nn(Cc2ccccc2)c(Cl)c1/C=N/NC(=O)CNc1cccc(C(F)(F)F)c1,5,1.1,-2,7,3,8,-4,5,4,0.1
CCN(CC)C(=O)CSc1ncnc2c1cnn2-c1ccccc1,-11,4.5,4,-9,-6,20,-4,2,-5,0.1
COc1ccc(C(=O)Nc2cccc(C)c2)cc1S(=O)(=O)N1CCOCC1,6,-0.1,5,-5,-1,7,8,2,6,0.4
COc1ccc(Nc2nc(C)cc(=O)[nH]2)cc1,0,-0.6,-1,4,0,-1,1,-7,-8,-0.7
CN1C[C@@H]2[C@@H]3C(=O)N(Cc4ccccc4)C(=O)[C@@H]3[C@](Cc3ccccc3)(C1=O)N2C(=O)c1ccc(C(F)(F)F)cc1,5,1.9,-1,0,-6,2,-22,-1,4,-0.3
Cc1ccc(C)c(NC(=O)c2ccccc2NC(=O)C2CCCO2)c1 (stereo not drawn),22,0.5,-5,2,-7,-9,8,-7,0,-0.6
CC(=O)Nc1cccc(Cn2cccn2)c1,12,.,1,-3,3,5,4,1,-4,-0.3
C=CCNC(=O)c1ccccc1NC(=O)c1cccc2ccccc12,-11,-1.1,-1,-6,2,-12,-8,2,6,0.4
